Source: PubChem
Luciferase inh = Firefly luciferase inhibition profiling of diverse chemical library using quantitative high-throughput screening; Luciferin 4-monooxygenase (Photinus pyralis), P08659; purified P. pyralis luciferase, luminescence, biochemical; Potency, µM (titrated, usually from 115 µM), without a hit: at the top dose activity change, negative = inhibition, usual class: inhibitors; actives 2.5% (n = 76,000); further: potency means the concentration at half of the fitted maximal effect; nearly all actives have a fitted effect of over 65% in size
Target sequence (P08659 whole entry, looked up): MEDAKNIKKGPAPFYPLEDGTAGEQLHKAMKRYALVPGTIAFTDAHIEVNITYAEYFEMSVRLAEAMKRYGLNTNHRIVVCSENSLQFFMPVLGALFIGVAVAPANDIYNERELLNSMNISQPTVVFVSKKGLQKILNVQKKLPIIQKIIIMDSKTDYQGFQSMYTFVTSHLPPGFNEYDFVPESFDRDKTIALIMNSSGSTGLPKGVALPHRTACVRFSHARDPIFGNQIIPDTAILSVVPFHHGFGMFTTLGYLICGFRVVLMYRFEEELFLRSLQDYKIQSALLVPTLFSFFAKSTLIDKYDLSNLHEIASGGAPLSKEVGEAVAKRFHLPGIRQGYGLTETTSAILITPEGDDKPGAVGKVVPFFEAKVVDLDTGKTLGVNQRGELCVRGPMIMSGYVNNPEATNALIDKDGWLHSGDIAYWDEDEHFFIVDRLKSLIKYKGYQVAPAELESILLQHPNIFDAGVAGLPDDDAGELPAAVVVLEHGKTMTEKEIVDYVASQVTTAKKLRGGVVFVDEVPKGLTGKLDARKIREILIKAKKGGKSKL
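Biochemical qHTS: compound (6-point titration) added to 10uM D-luciferin plus 10uM ATP in Tris acetate pH 7.5 buffer with Mg, Tween-20 and BSA, then purified enzyme at 10nM; light output imaged.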
HEK293 tox = Cytotoxic Profiling in HEK 293 Cell Line of Diverse Libraries Using Quantitative High-Throughput Screening. HEK 293 viability, ATP luminescence (CellTiter-Glo), 48-72 h. Potency, µM (series often up to 115 µM), without a hit: at the highest dose activity change, negative = cytotoxicity, usual class: inhibitors. AID 1345083, 2018. actives 6.6% (n = 94,000); further: potency means the concentration at half of the fitted maximal effect; nearly all actives have a fitted effect of over 60% in size
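CellTiter-Glo luminescence (cellular ATP) was read after 48 or 72 hr of compound exposure at 37 degree Celsius. Cells were HEK 293 plated at 250 cells/well.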
IP6K1 inhibitor = Primary qHTS assay for small molecule inhibitors of Inositol hexaphosphate kinase 1 (IP6K1); activity change, % (series mostly up to about 58 µM); actives 0.81% (n = 140,000); IP6K1 kinase, ADP-Glo luminescence, 2 h; stronger effect = lower value; Inositol hexakisphosphate kinase 1 (Homo sapiens), Q92551; in the data active means activity change below about -25%
Target sequence (Q92551 whole entry, looked up): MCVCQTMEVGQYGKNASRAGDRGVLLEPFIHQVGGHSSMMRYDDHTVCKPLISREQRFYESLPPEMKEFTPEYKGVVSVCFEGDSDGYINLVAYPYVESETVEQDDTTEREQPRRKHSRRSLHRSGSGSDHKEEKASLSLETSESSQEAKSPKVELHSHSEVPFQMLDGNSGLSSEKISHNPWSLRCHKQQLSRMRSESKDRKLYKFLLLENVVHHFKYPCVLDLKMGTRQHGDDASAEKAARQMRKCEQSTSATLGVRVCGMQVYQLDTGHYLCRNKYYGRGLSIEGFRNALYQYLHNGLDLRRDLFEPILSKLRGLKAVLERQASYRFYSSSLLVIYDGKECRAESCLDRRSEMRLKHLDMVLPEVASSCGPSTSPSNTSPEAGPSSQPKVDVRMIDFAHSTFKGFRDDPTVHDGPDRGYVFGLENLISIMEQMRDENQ
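ADP-Glo luminescence measures ADP made by human IP6K1 during a 2 h RT reaction with ATP/IP6 (mix at 1.3 mM/130 uM); top library doses 57.5 and 19.1 uM final.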
SNCA viab count = GF-AFC viability counterscreen for inhibitors of alpha-synuclein gene (SNCA) expression. AID 1671193, 2021. Potency, µM (highest dose often 57.1 µM), without a hit: at the top dose activity change, negative = cytotoxicity, usual class: cytotoxic. actives 0.12% (n = 150,000). HEK-293-SNCA-luc viability, GF-AFC fluorescence, 24 h;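 further: potency means the concentration at half of the fitted maximal effect; 0% = DMSO-treated cells and -100% = medium-only wells without cells; nearly all actives have a fitted effect of over 30% in size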
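Cytotoxicity counterscreen: after 24 h compound treatment of genome-edited SNCA-luciferase HEK-293 cells, live-cell protease substrate GF-AFC read by fluorescence after 30 min; activity scaled between DMSO (0%) and medium-only (-100%), curves Hill-fitted.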
SNCA expr inhib = Primary qHTS assay for inhibitors of alpha-synuclein gene (SNCA) expression. HEK-293 SNCA-luciferase knock-in, luminescence, 24 h. Potency, µM (doses to about 57.2 µM), for the others: top-dose activity change, negative = inhibition, actives largely listed as inhibitors. actives 0.17% (n = 140,000);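 further: potency means the concentration at half of the fitted maximal effect; plate controls were DMSO cells for no effect and cell-free wells for full effect; nearly all actives have a fitted effect of over 45% in size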
GPT2 inh = Primary qHTS assay for inhibitors of Glutamate pyruvate transaminase 2 (GPT2) | Recombinant GPT2, coupled pyruvate oxidase/HRP Amplex Red fluorescence | Potency, µM (doses to about 57.7 µM), for the others: at the highest dose activity change, negative = inhibition, most hits filed as inhibitors | actives 0.25% (n = 100,000) | AID 1671188, 2021; further: potency means the concentration at half of the fitted maximal effect; nearly all actives have a fitted effect of over 60% in size; many of its hits are not listed in these tables
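GPT2 10ng/uL, a-KG 250uM, L-Ala 2mM, HEPES pH7.5 + 0.0001% Tween; 30 min RT. Then Amplex mix (PO/HRP/ThPP), 30 min RT dark, fluorescence. AOA 50uM used as positive control.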
NIH3T3 tox = Cytotoxic Profiling in NIH 3T3 Cell Line of Diverse Libraries Using Quantitative High-Throughput Screening | NIH 3T3 viability, CellTiter-Glo ATP luminescence, 48-72 h | Potency, µM (highest dose often 96.7 µM), without a hit: at the top dose activity change, negative = cytotoxicity, actives largely listed as inhibitors | actives 4.3% (n = 94,000) | AID 1345082, 2018; further: potency means the concentration at half of the fitted maximal effect; nearly all actives have a fitted effect of over 55% in size
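Cytotoxicity is measured as loss of cellular ATP: NIH 3T3 cells (400/well) are exposed to compound for 48 or 72 hr at 37 °C, then CellTiter-Glo luminescence is imaged after 10 min at room temperature.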
Starred values were filed as active, the others as inactive; i = inactive; ? = inconclusive; . = no result given; [ ] = dose if it differs, or a comment. Unless noted, the call rests on the fitted dose curve; in most records, active means well fitted curve in the direction sought with a large enough effect; inconclusive means small, poorly fitted or top-dose-only effect, or another doubt; inactive means no such curve, though single readings can be large; an effect the other way counts as inactive or inconclusive. Unless noted, on the % scale 0 is the no-effect control and ±100 the full control effect. Some of the compounds tested (hit frequency here may not be typical).

Molecule	SNCA expr inhib	IP6K1 inhibitor	GPT2 inh	SNCA viab count	NIH3T3 tox	HEK293 tox	Luciferase inh
CCCC(=O)NC1CCN(c2cnn(Cc3ccccc3)c(=O)c2)CC1	5.7%	36.7	-15.0%	-0.4%	-11.8%	4.4%	0.5%
O=[S+]1([O-])NC2(CCN(CC3CCOCC3)CC2)COc2ccccc21	-9.7%	-1.6	-7.5%	0.4%	i	i	.
CCOC(=O)c1c(Nc2ccccc2)nnc(-c2ccccc2)c1-c1ccccc1	?	32.4	.	?	.	.	.
Cc1cn(CC(=O)N2CCOCC(O)C2)c(=O)[nH]c1=O (stereo not drawn)	-14.7%	-5.7	i	1.3%	i	-24.4%	9.6%
COc1nccnc1NC1CCN(C(=O)NCc2ccccc2)CC1	-1.8%	-2.7	i	-5.6%	-21.9%	?	10.0%
COc1ccc2c(c1)c1c(c(=O)n(CCc3ccccc3)c(=O)n1Cc1ccc(Cl)cc1)n2C	17.6%	8.4	.	-11.9%	.	.	.
COCCN1CCC2(CCC1=O)CN(c1ccc(C#N)cn1)CCN2C (stereo not drawn)	?	14.6	-2.5%	?	-2.3%	i	2.9%
CCc1ccc(NC(=O)Cn2c3ncccc3c(=O)n2-c2ccc(C)c(C)c2)cc1	42.5%[activator]	-3.5	.	22.4%	.	.	.

(continued)
Molecule	SNCA expr inhib	IP6K1 inhibitor	GPT2 inh	SNCA viab count	NIH3T3 tox	HEK293 tox	Luciferase inh
Cc1ccc(O[C@H]2COCC[C@H]2NC(=O)CCc2nc3ccccc3[nH]2)cn1	-0.4%	9.9	-15.3%[11.5 µM]	2.4%	0.6%	2.0%	8.6%
COC(=O)c1cc2oc(C)cc2n1Cc1cc(C)ccc1C	-0.3%	3.1	.	1.8%	.	.	.
COc1ccccc1Nc1ccnc(N2CCN(C(=O)c3ccccc3Cl)CC2)n1	?	13.6	i	?	39.8µM*	?	.
COC(=O)c1ccc(NC(=O)CN2C(=O)c3cccc4cccc2c34)cc1	37.5%[activator]	34.4	.	13.2%	.	.	.
Cc1cc(F)ccc1-c1[nH]nc2ncc(-c3cccnc3)nc12	?	16.5	2.5%[88.5 µM]	?	-29.3%[138 µM]	?	2.5%[172 µM]
O=C(Nc1ccc(Cl)nc1)c1c[nH]c2cccnc12	139.5%[activator][87.6 µM]	3.7	-5.7%[88.5 µM]	?	?	-13.9%[172 µM]	.
CC(=O)N1CCc2nn(CC(=O)Nc3cc(F)cc(F)c3)c(=O)cc2C1	7.9%	1.0	i	2.9%	i	-5.9%	10.5%
C#CCNC(=O)C1CCCCN1Cc1ccc(-c2ccccc2OC)cc1 (stereo not drawn)	.	19.8	.	.	?	?	.

Following part.
Molecule	SNCA expr inhib	IP6K1 inhibitor	GPT2 inh	SNCA viab count	NIH3T3 tox	HEK293 tox	Luciferase inh
O=C(Cc1cccs1)N1CCC(Nc2cccnc2)C1 (stereo not drawn)	1.2%	3.0	i	-5.2%	i	9.0%	-1.8%
CCc1ccccc1Nc1nn2c(=O)c3ccc(C(=O)NCc4ccc(C)cc4)cc3nc2s1	?	-6.4	.	-22.7%	.	.	.
O=C(NC(NC(=S)Nc1ccc(F)c([N+](=O)[O-])c1)C(Cl)(Cl)Cl)C(c1ccccc1)c1ccccc1 (stereo not drawn)	.	-10.4	i	?	.	.	.
CCOc1ccccc1CN1C(=O)C2(CCOCC2)CC1c1nnnn1C(C)(C)C (stereo not drawn)	-3.4%	-0.4	i	5.4%	0.4%	0.4%	-4.3%
COC(=O)c1sccc1NC(=O)N1CCCC1c1noc(COc2ccc(F)cc2)n1 (stereo not drawn)	2.9%	7.4	-7.1%	-6.5%	?	?	0.1%
Cc1cc2[nH]c(=O)c(=O)[nH]c2cc1S(=O)(=O)N1CCN(c2cccc(C(F)(F)F)c2)CC1	?	-1.9	.	7.6%	.	.	.
CCOCc1cc(CN2CCN(c3ccccc3OC)CC2)c(O)c2ncccc12	?	-1.6	.	?	.	.	.
Cc1cnc(-c2cccnc2)n1CC1CCN(S(=O)(=O)c2ccccc2)CC1	15.0%	16.0	1.7%	17.1%	-23.8%	-5.2%	.

Continuation:
Molecule	SNCA expr inhib	IP6K1 inhibitor	GPT2 inh	SNCA viab count	NIH3T3 tox	HEK293 tox	Luciferase inh
CC=C1C2C=C(C)CC1(N)c1ccc(=O)[nH]c1C2 (stereo not drawn)	-0.4%	.	-1.7%	-12.1%	.	.	.
Fc1ccc(OC2CN(CC3CCCCC3)C2)c(F)c1	-7.0%[87.6 µM]	-1.9	-7.4%[88.5 µM]	1.1%[87.6 µM]	-10.6%[138 µM]	-10.7%[172 µM]	.
CCOc1ccccc1NC(=O)N1CC(CC)Oc2ccccc21 (stereo not drawn)	-28.3%	5.6	.	?	.	.	.
Nc1ccc(O)c([N+](=O)[O-])c1	153.2%[activator]	-28.0*	?	13.4%	.	.	.
O=C1CCC2(CCCN(c3ncccc3F)C2)CN1Cc1ccncc1 (stereo not drawn)	-1.0%	23.2	i	-8.8%	i	i	-9.1%
CC(C)SCC(=O)N1CCC2(CC1)CC(c1ccccc1)C(=O)N2C (stereo not drawn)	-7.4%	14.7	-0.4%	-22.8%	-19.0%	-17.6%	8.1%
CNC(=O)c1c(NC(=O)/C=C/c2ccccc2Cl)sc2c1CCC2	16.5%	-11.8	.	4.9%	.	.	.
Fc1ccc(-c2cn3cc(Cc4ccc(Cl)cc4)sc3n2)cc1	34.0%[activator]	-2.2	.	-7.3%	.	.	.

Other entries follow:
Molecule	SNCA expr inhib	IP6K1 inhibitor	GPT2 inh	SNCA viab count	NIH3T3 tox	HEK293 tox	Luciferase inh
CC(C)=CCNc1ncnc2c1ncn2[C@@H]1O[C@H](CO)[C@@H](O)[C@H]1O	-29.3%[25.6 µM]	24.1	i	-15.1%[23.9 µM]	.	.	.
CSc1ccc(CCNC(=O)c2cc3c(-c4ccccc4F)nn(C)c3s2)cc1	-4.6%	1.9	.	0.5%	.	.	.
COc1ccc(C(=O)N2CCCC3(CC(c4ccccn4)=NO3)C2)cc1 (stereo not drawn)	7.5%	-3.2	i	-0.6%	i	i	.
CCC(=O)N1CCC(CC(=O)N2CCOCC2)C1 (stereo not drawn)	?	8.9	i	-5.0%[12.5 µM]	i	7.8%	-0.5%
Cc1ccccc1N1Cc2c(NCc3cccnc3)ncnc2N(C)CC1=O	?	-5.8	i	-3.9%	-13.3%	2.9%	1.7%
CCn1ncc(N2CCC(NC(=O)c3cccc(N(C)C)c3)CC2)cc1=O	97.1%[activator]	22.4	i	-14.7%	-22.3%	-1.5%	?
Cc1oc(-c2ccc(C(=O)Nc3ccccc3F)cc2)nc1COc1ccccc1	21.7%	17.3	.	9.7%	.	.	.
CCCCCn1c(-c2cccc(C)c2)nc2ccccc21	-23.6%	-18.3	.	-1.9%	.	.	.

The list continues:
Molecule	SNCA expr inhib	IP6K1 inhibitor	GPT2 inh	SNCA viab count	NIH3T3 tox	HEK293 tox	Luciferase inh
CN(C)C[C@@H]1CN(c2ncccn2)C[C@H]1NC(=O)Cc1ccc(F)cc1	0.6%	4.8	i	6.4%	1.7%	i	1.5%
COc1cccc(C(=O)N2CCC(CC(=O)NCc3ccccc3)C2)c1OC (stereo not drawn)	-11.6%	-12.2	i	2.5%[12.5 µM]	-0.2%	-0.3%	-7.9%
Cc1cccnc1C(C)n1cc(-c2ccccc2-c2ccco2)nn1 (stereo not drawn)	-8.9%	3.3	2.2%	-11.4%	-25.7%	-25.2%	5.2%
Cc1cccc(OCC2(CNCc3ccc(F)cc3)C[C@@H](O)[C@@H](O)C2)n1 (stereo partly drawn)	-27.3%[87.6 µM]	-5.1	-4.4%[88.5 µM]	4.0%[87.6 µM]	-18.9%[174 µM]	-32.4%[172 µM]	-4.2%[172 µM]
O=C(c1ccco1)N1CCC2(CC1)CC(N(Cc1ccccc1)C1CC1)CCO2 (stereo not drawn)	-9.9%	-4.9	4.0%	11.6%	-33.5%	?	-6.7%
Cc1ncsc1C(=O)N1CC(CNC(=O)Cc2ccccc2)C2(C1)CN(c1ccccc1)C2 (stereo not drawn)	-22.1%	-5.4	-1.4%	6.7%	?	1.8%	-2.4%
C[C@@H]1O[C@@H](O[C@@H]2[C@@H](O)[C@H](O[C@H]3CC[C@@]4(C)C(CC[C@]5(C)C4CC=C4[C@@H]6CC(C)(C)CC[C@]6(C(=O)O[C@@H]6O[C@H](CO)[C@@H](O)[C@H](O)[C@H]6O)CC[C@]45C)C3(C)C)O[C@H](C(=O)O)[C@H]2O)[C@H](O)[C@H](O)[C@H]1O (stereo partly drawn)	.	9.3	-25.4%[17.1 µM]	?	.	.	.
C=CCN1CCN(C(=O)c2c(C)oc3c2CN(Cc2ccc(F)cc2)CC3)CC1	5.8%	0.9	2.1%	1.2%	-24.2%	?	-5.3%

More results
Molecule	SNCA expr inhib	IP6K1 inhibitor	GPT2 inh	SNCA viab count	NIH3T3 tox	HEK293 tox	Luciferase inh
COc1ccc(C(=O)N2CCC3(CC2)N=C(c2ccc(Cl)cc2)NO3)cc1F	-20.1%	-11.6	i	-18.6%	-25.6%	?	-7.8%
O=C(CSc1nncn2c1cc1sccc12)Nc1ccc(Br)cc1F	-17.4%	12.6	.	-2.2%	.	.	.
COc1ccc(-c2nc(N3CCOC[C@H]3C)cc3c2CN(C(C)C)C3=O)cc1	6.0%[87.6 µM]	13.5	-2.2%[88.5 µM]	12.9%[87.6 µM]	79.4µM*	112µM*	0.7%[172 µM]
O=C(O)c1ccc(C2CCCN(C(=O)CCN3CCOCC3)C2)cc1 (stereo not drawn)	12.7%	0.7	1.5%	3.7%	4.6%	-28.1%	-0.5%
COc1ccc(C(=O)NC2CCN(C(=O)c3ccc(-c4cccs4)cc3)CC2)cc1	19.8%	-3.3	-7.1%	5.1%[12.5 µM]	?	?	.
O=C(NC1CC1)c1ccccc1OCC1CCCN(Cc2ccc3c(c2)CCO3)C1 (stereo not drawn)	2.9%	-4.9	2.0%	-21.5%	-17.0%	?	0.6%

Looked up by structure from above, 3 records:
Molecule	SNCA expr inhib	IP6K1 inhibitor	GPT2 inh	SNCA viab count	NIH3T3 tox	HEK293 tox	Luciferase inh
COc1ccc(C(=O)NC2CCN(C(=O)c3ccc(-c4cccs4)cc3)CC2)cc1	19.8%	-3.3	-7.1%	5.1%[12.5 µM]	?	?	.
O=C(NC1CC1)c1ccccc1OCC1CCCN(Cc2ccc3c(c2)CCO3)C1 (stereo not drawn)	2.9%	-4.9	2.0%	-21.5%	-17.0%	?	0.6%
O=C(O)c1ccc(C2CCCN(C(=O)CCN3CCOCC3)C2)cc1 (stereo not drawn)	12.7%	0.7	1.5%	3.7%	4.6%	-28.1%	-0.5%
